mIAP act = mouse IAP activation. muIAP, CDP-Star luminescence, 30 min; hits give high values; 1 = vehicle-only enzyme signal, 0 = enzyme-free wells. activation factor at 10 µM. 330,000 compounds, 0.24% hits. AID 2805;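 active means activation factor of at least 2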; further: the source names both 10 and 20 µM as test concentration; values of inactives mirror those of a sister screen read the other way
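also added = chemiluminescent substrate CDP-Star | test system = mouse IAP enzyme | signal = chemiluminescence readout | compound = DMSO-dissolved test compounds | incubation = 30 min at room temperature | benchmarks = DMSO wells, no-enzyme wells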
PfGluPho inh = PfG6PD (Plasmodium falciparum) enzyme inhibition. PfGluPho enzyme, NADPH resazurin-diaphorase fluorescence. inhibition, % at 20 µM. 350,000 compounds, 0.78% hits. AID 504690;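 active means inhibition reaching at least a set limit at 20 µM in the primary screen, cut at about 59% in these data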;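 further: 0% = DMSO wells with substrate and 100% = DMSO wells lacking glucose-6-phosphate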
hIAP activ = increases human intestinal alkaline phosphatase activity; P09923; purified human IAP, CDP-Star luminescence, 30 min; hits give high values; 1 = vehicle-only enzyme, 0 = enzyme-free background; activation factor at 10 µM; 330,000 compounds, 0.16% hits;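 active means activation factor of the enzyme at least 2-fold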; further: the source names both 10 and 20 µM as test concentration; values of inactives mirror those of a sister screen read the other way
APOBEC3A inh = human APOBEC3A DNA deaminase inhibition; P31941; recombinant A3A, FAM/TAMRA ssDNA deamination fluorescence; inhibition, % at 20 µM; 330,000 compounds, 0.41% hits;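 active means at least 40% inhibition at 20 µM here, with at most 30% in a related deaminase screen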;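 further: plate controls were A3A with DMSO for no effect and wells lacking A3A enzyme for full effect; some results filed as inactive read as strong as hits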
Target sequence (P31941 whole entry, looked up): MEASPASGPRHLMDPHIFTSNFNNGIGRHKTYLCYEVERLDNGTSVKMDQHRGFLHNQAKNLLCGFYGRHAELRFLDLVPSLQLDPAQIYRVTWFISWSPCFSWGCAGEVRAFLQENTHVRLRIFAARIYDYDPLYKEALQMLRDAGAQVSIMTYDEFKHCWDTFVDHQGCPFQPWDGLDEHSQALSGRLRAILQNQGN
ATG4B inhibitor = ATG4B (human) cysteine protease inhibition. Q9Y4P1. ATG4B cleavage of LC3-PLA2, NBD-HPC fluorescence, 1 h. inhibition, % at 8.33 µM. 340,000 compounds, 0.51% hits; in the data active means inhibition above about 40%
Target sequence (Q9Y4P1 whole entry, looked up): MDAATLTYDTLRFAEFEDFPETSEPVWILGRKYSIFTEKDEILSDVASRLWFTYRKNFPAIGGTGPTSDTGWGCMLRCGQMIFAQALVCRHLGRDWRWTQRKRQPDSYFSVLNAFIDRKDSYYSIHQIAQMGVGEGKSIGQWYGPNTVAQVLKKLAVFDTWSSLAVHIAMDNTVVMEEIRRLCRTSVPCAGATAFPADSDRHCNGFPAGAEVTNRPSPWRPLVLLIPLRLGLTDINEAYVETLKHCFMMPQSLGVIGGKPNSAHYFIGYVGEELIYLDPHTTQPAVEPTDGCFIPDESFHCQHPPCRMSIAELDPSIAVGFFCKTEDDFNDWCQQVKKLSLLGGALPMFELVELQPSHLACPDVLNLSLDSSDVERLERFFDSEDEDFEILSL
HKDC1 inh = blocks human hexokinase HKDC1 activity; recombinant HKDC1, G6PDH/diaphorase resazurin coupled fluorescence; inhibition, % at 20 µM; 340,000 compounds, 0.16% hits;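 active means inhibition above about 35% when tested at 20 µM, limit read from the data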;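 further: plate controls were DMSO wells with enzyme for no effect and DMSO wells lacking enzyme for full effect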
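Test system: recombinant HKDC1 (HK5) hexokinase enzyme, produced in-house; Amount: enzyme 5 µg/mL final; Buffer or medium: Tris pH 8.0 buffer with MgCl2, Tween-20, BSA, BME; Reagent: glucose and ATP substrates; Doses: 20 µM test compound, 1% DMSO; Incubation: 90 min reaction incubation at room temperature, dark; Detection: resorufin fluorescence at 613 nm.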
mIAP block = mouse IAP inhibition; purified mouse IAP, CDP-Star luminescence, 30 min; inhibition, % at 10 µM; 330,000 compounds, 0.2% hits; AID 2806;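 active means inhibition of at least 40% at 10 µM in the primary screen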;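 further: plate controls were DMSO with enzyme for no effect and no enzyme wells for full effect; values of inactives mirror those of a sister screen read the other way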
hIAP block = human IAP inhibition | P09923 | purified IAP, CDP-Star luminescence, 30 min | inhibition, % at 10 µM | 330,000 compounds, 0.12% hits;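 active means inhibition reaching a set limit with compound at 10 µM in the primary screen, cut at about 35% in these data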;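 further: plate controls were DMSO wells with enzyme for no effect and no-enzyme buffer wells for full effect; values of inactives mirror those of a sister screen read the other way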
Starred values were filed as active, the others as inactive; / = not tested or not shown.

Every second line gives: mIAP act	PfGluPho inh	hIAP activ	APOBEC3A inh	ATG4B inhibitor	HKDC1 inh	mIAP block	hIAP block
1. CCOC(=O)C1CCCN(CC(O)COC(c2ccccc2)c2ccccc2)C1 (stereo not given)
    1.1	-13	1	-5	-4	0	-5	-5
2. CCc1ccccc1NC(=S)N(CCN1CCCCC1)Cc1ccco1
    0.9	4	1	-5	-1	-1	10	-4
3. CC(C)NC(=O)c1onc(CSc2ccc(F)c(F)c2)c1C(=O)O
    0.9	49	0.78	3	-3	-3	10	22
4. CCn1ccnc1CN(C)Cc1nc(CCC(C)C)no1
    1.2	-15	1.1	1	4	-7	-18	-14
5. CC(C)(C)c1csc(NC(=O)Cn2cnc3ccccc3c2=O)n1
    0.93	68*	1.1	0	-4	-6	7	-13
6. O=C(COC(=O)c1ccccn1)c1cccc(Br)c1
    0.97	-10	0.8	-3	0	-1	3	20
7. CC1CCN(CC(=O)N(C)c2c(N)n(Cc3ccccc3)c(=O)[nH]c2=O)CC1
    1.1	-2	1	3	12	1	-13	-3
8. CCSc1sccc1C1C(C#N)=C(N)N(c2cccnc2)C2=C1C(=O)CCC2 (stereo not given)
    0.78	22	1	5	2	14	22	-4
9. Cc1cccc(CCNC(=O)c2oc3c(C)c(C)ccc3c2C)n1
    1.1	17	1.2	-3	9	3	-5	-16
10. CC(C)=CC(=O)Nc1ccc(S(=O)(=O)Nc2ccccn2)cc1
    0.85	-18	0.9	1	-7	-8	15	10
11. CC1=C(C(=O)Nc2ccc(Cl)cc2)C(c2ccco2)NC(=O)N1 (stereo not given)
    1	-3	0.96	-2	-7	-3	-1	4
12. O=C(Nc1ccc(S(=O)(=O)Nc2ncccn2)cc1)c1nn(Cc2ccccc2)c(=O)c2ccccc12
    0.94	-9	0.92	10	4	-5	6	8
13. O=C1CCCCC1C(=O)c1cn(-c2ccc(Cl)c(Cl)c2)nn1 (stereo not given)
    0.93	2	1.1	-2	-7	3	7	-10
14. CC(C)(C)c1nn(-c2ccccc2)c2nc(Cl)c(C=O)cc12
    1	-14	0.99	4	4	1	-3	1
15. COc1ccc(Br)cc1C(=O)Nc1ccccc1-c1ccccc1
    1	-12	1	0	14	-2	-5	-2

Of the compounds above, 3 have a Cl atom:
Every second line gives: mIAP act	PfGluPho inh	hIAP activ	APOBEC3A inh	ATG4B inhibitor	HKDC1 inh	mIAP block	hIAP block
11. CC1=C(C(=O)Nc2ccc(Cl)cc2)C(c2ccco2)NC(=O)N1 (stereo not given)
    1	-3	0.96	-2	-7	-3	-1	4
13. O=C1CCCCC1C(=O)c1cn(-c2ccc(Cl)c(Cl)c2)nn1 (stereo not given)
    0.93	2	1.1	-2	-7	3	7	-10
14. CC(C)(C)c1nn(-c2ccccc2)c2nc(Cl)c(C=O)cc12
    1	-14	0.99	4	4	1	-3	1

Additional entries.
Every second line gives: mIAP act	PfGluPho inh	hIAP activ	APOBEC3A inh	ATG4B inhibitor	HKDC1 inh	mIAP block	hIAP block
16. Cc1ccc2c(c1)C(c1ccncc1)=NNC(c1ccc(F)cc1)=N2
    0.94	-2	0.99	-4	-6	3	6	1
17. CCOC(=O)C1C(c2cc(OC)c(O)c(OC)c2)NC(=S)NC1(O)C(F)(F)F (stereo not given)
    1.1	3	0.95	-2	5	-10	-8	5
18. Cc1c(Br)c([N+](=O)[O-])nn1CC(=O)NCC1CCCO1 (stereo not given)
    1	-14	1.1	1	0	-3	-2	-10
19. CCOC(=O)N1CCN(C(=S)NC(=O)c2cccc(OC)c2)CC1
    0.94	4	1	-3	7	-1	6	0
20. COc1cccc(CNc2nc3nc(C)cc(C)n3n2)c1
    0.97	-9	1.1	1	-7	-1	3	-11
21. Cc1ccc2c(CN(C)Cc3cccc(F)c3)cc(=O)oc2c1
    0.96	6	0.94	-3	2	1	4	6
22. COc1ccccc1OCCC(=O)OCC(=O)Nc1ncc(Cl)cc1Cl
    1.1	14	1.3	-4	-8	-3	-8	-27
23. O=C(CN1CCCC1)N1CCN(c2ccccc2)CC1
    0.97	-9	0.97	-2	1	3	2	3
24. C/C(CC(=O)NC12CC3CC(CC(C3)C1)C2)=N\NC(=O)Cc1cccs1
    1	-7	1.1	-4	-11	-5	-3	-5
25. Clc1cccc(OCCN2CCNCC2)c1
    1	-3	1	-2	-5	-6	-3	0
26. Cc1c(NC(=O)CSc2n[nH]c(=O)n2-c2ccccc2)c(=O)n(-c2ccccc2)n1C
    0.93	1	0.9	-5	-4	-9	8	10
27. O=C(CCc1ccccn1)NC1CCCc2c1cnn2-c1ccc(F)cc1F (stereo not given)
    0.97	-6	0.94	3	-4	-8	3	6
28. COCCN(CCOC)c1nc(-c2ccc(Cl)cc2)nc2ccccc12
    0.94	19	1.1	-1	-8	-1	6	-8
29. O=C(NC1CC(=O)N(c2ccc(F)cc2)C1)C(=O)c1c[nH]c2ccccc12 (stereo not given)
    1	6	0.8	0	-6	-7	-1	20
30. Nc1c(-c2ccc(Cl)cc2)cnn1-c1cccc(C(F)(F)F)c1
    1	2	0.96	-11	3	2	0	4
31. CCN1C(=O)CC(NNC(=O)c2ccccc2)C1=O (stereo not given)
    0.92	0	0.68	-5	-2	1	8	32
32. CCOC(=O)C1CCN(C(=O)CN(c2ccc(OC)cc2)S(=O)(=O)c2c(C)nn(C)c2C)CC1
    1.1	-2	0.85	-3	0	0	-6	15
33. COc1ccc2oc(C(=O)OC(C)C(=O)N(C)c3ccccc3)c(C)c2c1 (stereo not given)
    1	3	1.1	2	-2	0	-4	-8
34. COc1ccc(Cl)cc1NS(=O)(=O)c1cccc(C(=O)NCC(C)(C)N2CCOCC2)c1
    1	-16	0.82	-4	-6	5	0	18
35. Cc1ccc(N2CC(C(=O)Nc3cc(C)on3)CC2=O)c(C)c1 (stereo not given)
    1.1	-1	1.1	-4	0	-7	-8	-8
36. CSCCC(NC(=O)COc1ccccc1)C(=O)OC(C)C(=O)Nc1ccccc1C (stereo not given)
    0.99	-3	1.2	1	-4	1	0	-16
37. Cn1c(NCc2ccco2)nc2c1c(=O)n(Cc1ccc(Cl)cc1)c(=O)n2C
    1	-2	0.94	-3	-4	-1	-4	6
38. CCOc1cc2[nH]c(=O)n(Cc3ccccc3)c(=O)c2cc1OCC
    1	-11	1.1	-1	-9	-3	-2	-12
39. COc1ccc(OCc2ccc(-c3nc4ccccc4c(=O)n3N)o2)cc1
    0.96	-5	0.94	-3	/	-1	4	6
40. COc1ccccc1NC(=O)Cn1cnc2c(oc3ccccc32)c1=O
    0.95	5	1.1	-3	-15	-1	5	-8
41. Cc1[nH][nH]c(=O)c1C=NCc1ccc(Cl)cc1
    0.89	6	0.89	-1	-4	7	11	11
42. C[C@]12CCC[C@H](O1)c1c(cc3c(c1O)C(=O)c1c(O)cc(O)cc1C3=O)O2
    0.73	21	0.97	18	5	2	27	3
43. Cc1cccc(NS(=O)(=O)c2nnc(NC(=O)C3CCCCC3)s2)c1
    1.1	-44	1.1	2	-18	1	-6	-14
44. CC(C)CCNC(=O)C(=O)Nc1cc2c3c(c1)CC(=O)N3CCC2
    0.98	3	1.2	0	-1	-1	2	-22
45. Cc1c(C(=O)Nc2ccc(F)cc2)sc2ncn(CC(=O)N3CCCCC3)c(=O)c12
    0.94	3	1.1	-15	-6	-3	6	-7
46. CCCCn1c(N)c(N(CC)C(=O)c2cccc(S(=O)(=O)N3CCN(C)CC3)c2)c(=O)[nH]c1=O
    0.99	0	1	-2	-9	3	1	-3
47. CCOc1ccccc1NC(=O)c1cccc2c1C(=O)N(C1CCCCC1)C2
    0.98	7	1.1	-3	1	1	2	-10
48. O=C(N/N=C/c1nn(-c2ccccc2)cc1-c1ccc(Cl)cc1)c1ccncc1
    0.92	/	1.4	4	/	/	8	-35
49. CN(Cc1nc(-c2cnccn2)no1)CC1(c2ccccc2)CC1(C)C (stereo not given)
    0.95	2	0.97	-3	-27	-3	4	3
50. COc1c(Cl)cnn(-c2ccccc2)c1=O
    0.94	-19	1	-3	7	-6	6	-2
51. Cc1nnc(SCCN2CCOCC2)n1C
    0.94	1	0.9	-2	-5	-11	6	10
52. O=C(Nc1cccc(S(=O)(=O)N2CCOCC2)c1)c1ccc2c(=O)n3c(nc2c1)CCCCC3
    0.98	23	0.96	-1	-10	-10	2	4
53. N=C1S/C(=C\c2ccco2)C(=O)N1c1ccc2c(c1)OCO2
    0.48	9	0.95	21	-3	-5	52*	5
54. C#CCOc1ccc(CNC[C@H]2O[C@@H](n3cnc4c(N)ncnc43)[C@H](O)[C@@H]2O)cc1
    1.1	6	0.96	2	/	-2	-5	4
55. COc1cnn(-c2ccccc2)c(=O)c1SCc1ccc(Cl)c(Cl)c1
    0.95	21	0.86	-3	-8	1	5	14
56. Cc1nc(NC(=O)CSc2nc3cccnc3n2Cc2ccccc2)sc1C
    0.94	7	1.2	-2	-2	-4	6	-20
57. O=C(NC(=S)NC1CCCc2ccccc21)c1ccco1 (stereo not given)
    1	28	1.1	1	18	-5	0	-8
58. CCc1cc2c(SCC(=O)Nc3cc(C)on3)ncnc2s1
    1	-16	1.2	6	-7	-5	0	-22

Full records, looked up by structure:
Listed for `N=C1S/C(=C\c2ccco2)C(=O)N1c1ccc2c(c1)OCO2` → mIAP act: 0.48; PfGluPho inh: 9; hIAP activ: 0.95; APOBEC3A inh: 21; ATG4B inhibitor: -3; HKDC1 inh: -5; mIAP block: 52*; hIAP block: 5
Listed for `COc1c(Cl)cnn(-c2ccccc2)c1=O` → mIAP act: 0.94; PfGluPho inh: -19; hIAP activ: 1; APOBEC3A inh: -3; ATG4B inhibitor: 7; HKDC1 inh: -6; mIAP block: 6; hIAP block: -2
Listed for `CCc1cc2c(SCC(=O)Nc3cc(C)on3)ncnc2s1` → mIAP act: 1; PfGluPho inh: -16; hIAP activ: 1.2; APOBEC3A inh: 6; ATG4B inhibitor: -7; HKDC1 inh: -5; mIAP block: 0; hIAP block: -22

Screening data from PubChem.
